# DAGLB inh – diacylglycerol lipase beta (human) inhibition; Q8NCG7; HEK293T DAGLB membrane lysate, EnzChek fluorogenic substrate; inhibition, % at 5.17 µM; 340,000 compounds, 0.059% hits; in the data active means inhibition above about 34%;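 further: 0% = enzyme with vehicle and 100% = wells lacking enzyme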
# PKA-R2B activ – activates the human PKA-R2B holoenzyme complex | PKA-R2B holoenzyme dissociation, Cy5-IP20 fluorescence polarization; R2B truncated from residue 108, S112A mutant; 0% DMSO only, 100% 113 µM cGMP | activation, % at 11.4 µM | 340,000 compounds, 0.079% hits | AID 504700;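 active means activation above a cutoff set at the mean over all compounds plus 3 SD, cut at about 18% in these data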;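 further: higher means more holoenzyme dissociation and a rise in polarization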
# NSD2 HMT inh – inhibitors of human histone methyltransferase NSD2; inhibition, % at 12.5 µM; 310,000 compounds, 0.54% hits; NSD2 peptide methylation, AlphaScreen, 120 min; in the data active means inhibition above about 50%
# Target sequence (O96028 whole entry, looked up): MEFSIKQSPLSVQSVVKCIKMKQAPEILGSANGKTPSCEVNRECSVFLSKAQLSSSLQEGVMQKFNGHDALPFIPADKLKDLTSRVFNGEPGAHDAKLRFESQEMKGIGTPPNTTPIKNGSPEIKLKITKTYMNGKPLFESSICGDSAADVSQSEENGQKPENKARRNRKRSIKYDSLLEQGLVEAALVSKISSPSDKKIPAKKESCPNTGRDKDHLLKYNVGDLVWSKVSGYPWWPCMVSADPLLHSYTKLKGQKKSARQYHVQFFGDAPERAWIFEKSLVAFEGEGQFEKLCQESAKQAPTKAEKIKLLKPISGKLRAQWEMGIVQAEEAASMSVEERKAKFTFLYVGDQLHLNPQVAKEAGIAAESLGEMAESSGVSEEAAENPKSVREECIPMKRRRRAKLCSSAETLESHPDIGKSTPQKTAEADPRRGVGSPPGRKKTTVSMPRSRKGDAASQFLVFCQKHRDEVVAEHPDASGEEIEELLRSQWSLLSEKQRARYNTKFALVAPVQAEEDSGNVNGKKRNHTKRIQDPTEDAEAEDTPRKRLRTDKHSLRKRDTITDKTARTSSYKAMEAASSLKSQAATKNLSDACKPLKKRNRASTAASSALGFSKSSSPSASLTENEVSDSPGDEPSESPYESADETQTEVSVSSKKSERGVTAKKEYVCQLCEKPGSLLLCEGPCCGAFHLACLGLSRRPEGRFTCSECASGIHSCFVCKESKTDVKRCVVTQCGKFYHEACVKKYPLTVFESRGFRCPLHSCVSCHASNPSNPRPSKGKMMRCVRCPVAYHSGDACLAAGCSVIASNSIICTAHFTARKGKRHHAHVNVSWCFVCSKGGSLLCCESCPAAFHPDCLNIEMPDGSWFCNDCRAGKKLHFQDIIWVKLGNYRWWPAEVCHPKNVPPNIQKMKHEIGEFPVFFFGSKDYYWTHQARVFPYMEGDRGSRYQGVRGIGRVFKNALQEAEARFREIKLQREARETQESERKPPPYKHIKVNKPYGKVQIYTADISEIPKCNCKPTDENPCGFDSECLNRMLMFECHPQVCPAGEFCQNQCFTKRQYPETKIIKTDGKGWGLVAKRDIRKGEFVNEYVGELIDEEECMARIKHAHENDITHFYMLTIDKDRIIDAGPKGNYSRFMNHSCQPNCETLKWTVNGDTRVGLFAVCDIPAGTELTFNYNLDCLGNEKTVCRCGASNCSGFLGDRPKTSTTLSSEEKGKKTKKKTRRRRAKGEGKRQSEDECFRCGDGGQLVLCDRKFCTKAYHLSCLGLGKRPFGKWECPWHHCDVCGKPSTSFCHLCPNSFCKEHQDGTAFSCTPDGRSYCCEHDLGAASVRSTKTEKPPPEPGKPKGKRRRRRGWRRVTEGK
# The depositor's hits bear a star. This is a subset, so the mix of outcomes need not match the whole.
DAGLB inh,canonical_smiles,PKA-R2B activ,NSD2 HMT inh
-8,N#CC(=C1C=C(Br)C(=NO)C=C1Cl)c1ccc(Cl)cc1,2,0
3,Cc1ccc(-n2ncc(-c3n[nH]c(=S)o3)c2N)cc1C,4,1
-1,COc1cc2ccc(C=O)cc2cc1OC,12,-1
2,O=C(NCCO)/C(=C\c1cccc([N+](=O)[O-])c1)NC(=O)c1cccs1,-2,6
1,NC(=O)C1CCN(CC(=O)Nc2ccc3c(c2)OCO3)CC1,-4,-5
0,O=C1Nc2ccccc2SC1=Cc1ccccc1,-3,0
4,Cc1cc(O)cc(O)c1/C=N/NC(=O)c1ccc2c(c1)OCCO2,-7,4
0,COc1ccc(OCC(=O)N2CCCC(Nc3ccc(C)c(C)c3)C2)cc1 (stereo not drawn),0,37
-2,CCOc1ccc(S(=O)(=O)N2CCCCC2)cc1NC(=O)Cc1cc(OC)c(OC)c(OC)c1,-7,0
-6,CCc1cccc(NC(=O)COC(=O)c2c(-c3ccccc3)noc2C)c1,9,-2
2,O=C(NC(=S)Nc1ccc([N+](=O)[O-])cc1)c1ccco1,4,2
-5,Cc1cc(=O)[nH]c2nc3ccccc3n12,2,1
0,CC(C)[C@H](NC(=O)c1ccc(Cl)cc1)C(=O)Nc1cccc(S(=O)(=O)N2CCOCC2)c1,-12,8
3,CC12CCC(/C(=C/NNc3ccc([N+](=O)[O-])cc3[N+](=O)[O-])C1=O)C2(C)C (stereo not drawn),1,9
-2,OCC1OC(n2ccc3c2ncn2ncnc32)C(O)C1O (stereo not drawn),-3,-2
2,COC(=O)c1cc(S(=O)(=O)Nc2cccc(-c3ccno3)c2)c[nH]1,-4,3
2,COc1ccc(N2CCN(C(=O)COC(=O)CC(NC(N)=O)c3ccc(Cl)cc3)CC2)cc1 (stereo not drawn),5,3
-6,CC(C)n1ncc2c(C(=O)N3CCN(Cc4cccs4)CC3)cc(C3CC3)nc21,-2,0
1,O=C(c1nc2ccc(Cl)cn2c1CN1CCC[C@H]1CO)N1CCc2ccccc2C1,4,2
-1,O=C(Nc1cc(S(=O)(=O)N2CCCC2)ccc1OCC(F)(F)F)c1ccncc1,-4,0
1,COc1ccc(CCNC(=O)c2ccc3c(c2)S(=O)(=O)N=C2CCCCCN23)cc1OC,2,2
-3,Cc1ccc(NC(=O)CN(C)C(=O)C2CSC3(C)CCC(=O)N23)cc1 (stereo not drawn),-4,-1
0,O=C(Nc1ccc(NC(=O)c2ccccc2)c2ccccc12)c1ccccc1,-8,0
-1,Cc1cc(OC(=O)Nc2ccccc2)ccc1Cl,7,-3
0,COc1ccc(Cc2nc3ccc(C(=O)NCCc4ncccc4C)cc3o2)cc1OC,8,-5
1,COc1cccc(CNC(=O)c2cc(S(=O)(=O)N3CCCCC3)ccc2C)c1,3,-2
0,CCc1cccc(CC)c1N1C(=O)CSCC1=O,10,-1
-1,COc1ccc(Cl)cc1NS(=O)(=O)c1cccc(C(=O)NCCCN2CCOCC2)c1,7,-3
2,O=C(NNC(=O)c1cc(S(=O)(=O)N2CCOCC2)ccc1Cl)c1ccc(F)cc1,8,0
2,Cc1cccc(C(=O)OCC(=O)Nc2sccc2C(N)=O)c1C,-8,1
9,C=CCOC(=O)COc1ccc2c3c(c(=O)oc2c1)CCCC3,-6,3
-4,COc1ccc(NC(=O)CCn2c(=S)[nH]c3ccccc3c2=O)cc1Cl,-1,1
0,CC1(C)N=C(N)N=C(N)N1c1cc(Cl)ccc1Cl,-16,17
-3,CN(C)C(=O)c1ccc(NC(=O)c2cccc(-n3cnnn3)c2)cc1,-5,-6
0,Cc1nc(C(=O)O)cc([N+](=O)[O-])c1C,8,-4
-2,CCCCSCc1nc2nc(Cl)c(Cl)nc2[nH]1,8,0
-3,CCC(=O)c1cn(CC(=O)Nc2ccc(F)cc2)c2ccccc12,-6,0
-1,CC(C)(C)NC(=O)CN(C(=O)CCC(=O)Nc1nccs1)c1ccccc1F,5,-2
-3,O=c1[nH]c2ccccc2n1C1CCN(CCOc2ccccc2)CC1,-11,6
-1,COc1ccc(-n2c(SCC(=O)Nc3cc(C)on3)nc3c(c2=O)SC(C)C3)cc1 (stereo not drawn),-21,-1
-5,NC(CSC(c1ccccc1)(c1ccccc1)c1ccc(-c2ccccc2)cc1)C(=O)O (stereo not drawn),-2,-3
3,Nc1ccc(CCCC(=O)NCc2cccnc2)cc1,-1,-1
-1,Cc1ccc(N2CC(C(=O)Nc3cc(S(=O)(=O)N4CCCCC4)ccc3C)CC2=O)cc1 (stereo not drawn),-1,1
0,COc1ccc(OC)c(NC(=O)C2CCCN2S(=O)(=O)c2ccc3c(c2)CC(C)N3C(C)=O)c1 (stereo not drawn),-3,5
0,CCCn1c(=S)[nH]c2cc(C(=O)N3CCN(c4ccc(F)cc4)CC3)ccc2c1=O,-13,-2
0,CC(C)CCNC(=O)c1cc(S(=O)(=O)N2CCC3(CC2)OCCO3)ccc1F,10,-1
-9,Cc1cc(NC(=O)CSc2nnc3ccc(-c4ccccc4)nn23)no1,-3,-2
-2,COc1ccc(N(CC(=O)NCc2cccs2)S(=O)(=O)c2ccc(C(C)=O)cc2)cc1,-4,-7
-4,O=S(=O)(Nc1ccccc1N1CCCC1)c1ccccc1C(F)(F)F,4,13
-3,COc1cc(Cl)ccc1OCc1cc(C(=O)N2CCN(C)C(=O)[C@@H]2C)no1,-7,-2
-5,CC(C)c1ccc(S(=O)(=O)NCCCN2CCOCC2)cc1,-5,-3
1,C/C(CC(=O)Nc1ccc(N(C)C)cc1)=N\NC(=O)c1ccccc1Cl,9,4
-7,COc1ccc(-c2c(C#N)cnc(C)c2C)c(O)c1OC,-3,2
0,O=C(NCc1ccccc1)/C(=C\c1ccc(F)cc1)NC(=O)c1ccco1,-4,0
4,Cn1c(=O)[nH]c(=O)c2c1nc(Br)n2Cc1ccc(Cl)cc1,5,-10
2,Cn1c(CCN2CCCC2)nc2cc(NC(=O)COc3ccc(Cl)cc3)ccc21,-6,2
-6,O=C(COC(=O)c1cc(Br)ccc1O)NCCC1=CCCCC1,-6,2
6,CC(C)N=C1CCCC1C(=S)SSC(=S)C1CCCC1=NC(C)C (stereo not drawn),-1,10
-1,CC(NCCCSc1ccccc1)C(O)c1ccc(O)cc1 (stereo not drawn),-5,11
0,O=C1CCCN1c1ccc([N+](=O)[O-])cc1,-6,-1

# More structures.
DAGLB inh,canonical_smiles,PKA-R2B activ,NSD2 HMT inh
1,COc1ccc(Cc2nc3ccc(C(=O)N4CCCCC4CO)cc3o2)cc1OC (stereo not drawn),-8,0
-4,Cc1ccc(S(=O)(=O)N2CCCCC2)cc1NC(=O)C1COc2ccccc2O1 (stereo not drawn),7,0
-2,CCc1noc(C)c1C(=O)NCCN1C(=O)S/C(=C\c2ccccc2F)C1=O,-2,-4
-1,CCN(CC)S(=O)(=O)c1ccc(SCC(=O)c2c(N)n(C3CC3)c(=O)[nH]c2=O)nc1,-6,-11
-2,C/C(Nc1ccc(Cl)c(Cl)c1)=C1/CCOC1=O,3,0
-5,O=C(COC(=O)c1ccc(O)cc1)Nc1cc(S(=O)(=O)N2CCCCCC2)ccc1Cl,14,-2
0,COc1ccc(OC)c(CN2CCN(C(=O)c3cccc(S(=O)(=O)N(C)c4ccccc4)c3)CC2)c1,-17,0
1,COc1ccc(C2NC(=O)c3ccccc3N2)c(OC)c1OC (stereo not drawn),2,0
1,CN(C)C(CNC(=O)C1CC(=O)N(c2cccc(C(F)(F)F)c2)C1)c1ccccc1 (stereo not drawn),3,9
-6,C=CCOc1ccc(C2NC(=O)c3ccccc3O2)cc1OC (stereo not drawn),-2,1
3,C=CCSc1nnc(NC(=O)c2ccc3c(c2)OCCO3)s1,-4,-4
-3,O=C(NCCc1cccc(F)c1)C1CC(O)CN1C(=O)Nc1ccccc1 (stereo not drawn),-9,-2
-6,Cc1ccc(OC(C)C(=O)Nc2cccc(S(=O)(=O)N3CCCCCC3)c2)cc1 (stereo not drawn),1,0
-2,O=C(C(=O)N1CCN(c2ccccc2F)CC1)c1cn(CC(=O)N2CCCC2)c2ccccc12,-2,3
-2,O=C(NCc1nnnn1-c1ccc(F)cc1)c1ccc2c(c1)OCO2,-1,-6
6,Nc1ccc(S(=O)(=O)Nc2nc(-c3ccccc3)cc(-c3ccccc3O)n2)cc1,-7,7
-1,Cc1ccc(CCNC(=O)CN2C(=O)CSc3ccc(S(=O)(=O)N4CCOCC4)cc32)cc1,-20,-2
-2,CC1CCN(C(=O)COC(=O)c2cccc(S(=O)(=O)N3CCOCC3)c2)CC1,-8,0
-13,COc1cc(OCc2ccccc2)c(CC(=O)O)c([N+](=O)[O-])c1,3,0
2,CN(c1ccccc1)S(=O)(=O)c1cc(C(=O)NCc2ccco2)ccc1Cl,-14,39
2,COc1cc(/C=C2/SC(=S)N(CCC(=O)Nc3cccnc3)C2=O)cc(OC)c1OC,0,-18
-3,O=C(CCNC(=O)c1ccc(Cl)cc1)Nc1cc(C(F)(F)F)ccc1N1CCOCC1,6,-5
0,COc1ccc(C(CNC(=O)CCNS(=O)(=O)c2ccccc2)N2CCOCC2)cc1 (stereo not drawn),-3,1
0,Cc1ccc(NC(=O)c2cc(S(=O)(=O)N3CCCCC3)ccc2N2CCOCC2)cc1,3,-2
-3,O=C(OCC(=O)N1CCNC1=O)c1ccccc1Cl,-13,13
-1,CC(=O)Nc1ccc(NC(=O)CCCN2C(=O)C(c3ccccc3)Oc3cccnc32)cc1 (stereo not drawn),2,1
-3,O=S(=O)(c1ccccc1)N1CC2CC(Br)C(Br)CC21 (stereo not drawn),-6,1
-1,COc1ccc([N+](=O)[O-])c(C=CC(=O)c2ccccn2)c1,-3,-1
-6,Cc1ccc(Nc2n[nH]c(=S)s2)cc1C,5,1

# Of the compounds above, 19 have a Cl atom:
DAGLB inh,canonical_smiles,PKA-R2B activ,NSD2 HMT inh
-8,N#CC(=C1C=C(Br)C(=NO)C=C1Cl)c1ccc(Cl)cc1,2,0
0,CC(C)[C@H](NC(=O)c1ccc(Cl)cc1)C(=O)Nc1cccc(S(=O)(=O)N2CCOCC2)c1,-12,8
2,COc1ccc(N2CCN(C(=O)COC(=O)CC(NC(N)=O)c3ccc(Cl)cc3)CC2)cc1 (stereo not drawn),5,3
1,O=C(c1nc2ccc(Cl)cn2c1CN1CCC[C@H]1CO)N1CCc2ccccc2C1,4,2
-1,Cc1cc(OC(=O)Nc2ccccc2)ccc1Cl,7,-3
-1,COc1ccc(Cl)cc1NS(=O)(=O)c1cccc(C(=O)NCCCN2CCOCC2)c1,7,-3
2,O=C(NNC(=O)c1cc(S(=O)(=O)N2CCOCC2)ccc1Cl)c1ccc(F)cc1,8,0
-4,COc1ccc(NC(=O)CCn2c(=S)[nH]c3ccccc3c2=O)cc1Cl,-1,1
0,CC1(C)N=C(N)N=C(N)N1c1cc(Cl)ccc1Cl,-16,17
-2,CCCCSCc1nc2nc(Cl)c(Cl)nc2[nH]1,8,0
-3,COc1cc(Cl)ccc1OCc1cc(C(=O)N2CCN(C)C(=O)[C@@H]2C)no1,-7,-2
1,C/C(CC(=O)Nc1ccc(N(C)C)cc1)=N\NC(=O)c1ccccc1Cl,9,4
4,Cn1c(=O)[nH]c(=O)c2c1nc(Br)n2Cc1ccc(Cl)cc1,5,-10
2,Cn1c(CCN2CCCC2)nc2cc(NC(=O)COc3ccc(Cl)cc3)ccc21,-6,2
-2,C/C(Nc1ccc(Cl)c(Cl)c1)=C1/CCOC1=O,3,0
-5,O=C(COC(=O)c1ccc(O)cc1)Nc1cc(S(=O)(=O)N2CCCCCC2)ccc1Cl,14,-2
2,CN(c1ccccc1)S(=O)(=O)c1cc(C(=O)NCc2ccco2)ccc1Cl,-14,39
-3,O=C(CCNC(=O)c1ccc(Cl)cc1)Nc1cc(C(F)(F)F)ccc1N1CCOCC1,6,-5
-3,O=C(OCC(=O)N1CCNC1=O)c1ccccc1Cl,-13,13

# Profiles from above.
# Shown for O=C(OCC(=O)N1CCNC1=O)c1ccccc1Cl = DAGLB inh = -3; PKA-R2B activ = -13; NSD2 HMT inh = 13
# Shown for Cc1ccc(Nc2n[nH]c(=S)s2)cc1C = DAGLB inh = -6; PKA-R2B activ = 5; NSD2 HMT inh = 1

# Source: PubChem BioAssay (several laboratories)
